Screens as filed in PubChem BioAssay.
Mtb UGM inh = inhibitors of M. tuberculosis UDP-galactopyranose mutase | AID 504406 | P9WIQ1 | purified UGM, fluorescence polarization probe displacement | inhibition, % at 10 µM | actives 0.06% (n = 320,000); in the data active means inhibition above about 10%, passing the limit was not always enough; inconclusive means no clear call, values can overlap the other calls
Target sequence (P9WIQ1 whole entry, looked up): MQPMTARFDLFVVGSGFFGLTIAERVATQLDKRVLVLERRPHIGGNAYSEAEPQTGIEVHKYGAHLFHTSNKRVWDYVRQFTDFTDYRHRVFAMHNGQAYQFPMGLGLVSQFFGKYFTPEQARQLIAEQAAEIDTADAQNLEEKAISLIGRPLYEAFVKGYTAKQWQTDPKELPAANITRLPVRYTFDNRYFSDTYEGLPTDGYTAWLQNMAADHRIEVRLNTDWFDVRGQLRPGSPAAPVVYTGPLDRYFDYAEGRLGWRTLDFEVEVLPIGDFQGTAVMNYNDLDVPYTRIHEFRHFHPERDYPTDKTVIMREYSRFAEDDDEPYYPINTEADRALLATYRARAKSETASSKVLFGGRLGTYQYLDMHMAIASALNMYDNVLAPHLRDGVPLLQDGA
Rv3671c protease = Rv3671c (M. tuberculosis) protease inhibition; P9WHR9; inhibition, % at 5.96 µM; actives 0.048% (n = 320,000); AID 2606; in the data active means inhibition above about 38%;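 further: extracellular domain of Rv3671c used as enzyme; 0% = enzyme with DMSO and 100% = no enzyme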
Mtb FBA inh = inhibits M. tuberculosis FBA enzyme. P9WQA3. purified M. tuberculosis FBA, fluorescence read-out. inhibition, % at 1 µM. actives 2.3% (n = 360,000). AID 588726; in the data active means inhibition above about 27%;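 further: 0% = vehicle and 100% = reference inhibitor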
BioA inh = BioA (M. tuberculosis) enzyme inhibition. purified M. tuberculosis BioA enzyme, plate reader. inhibition, % at 9.99 µM. actives 0.096% (n = 360,000). AID 602481; in the data active means inhibition above about 40%; inconclusive means no clear call, values can overlap the other calls
MazEF act = activators of E. coli MazEF toxin-antitoxin RNase. activation, % at 20 µM. actives 0.32% (n = 350,000). FAM/BHQ RNA-DNA oligo cleavage fluorescence, 5 h. P0AE70; in the data active means activation above about 50%
Target sequence (P0AE70 whole entry, looked up): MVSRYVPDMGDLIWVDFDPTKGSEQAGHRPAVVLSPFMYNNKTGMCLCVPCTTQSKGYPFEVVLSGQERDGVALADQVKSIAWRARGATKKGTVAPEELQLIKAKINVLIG
GDH-TPI counter = GDH-TPI coupled enzyme inhibition counter-screen; actives 1.2% (n = 360,000); GDH-TPI coupled enzyme counterscreen, NADH absorbance; inhibition, % at 4.8 µM;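 further: 0% = DMSO wells and 100% = wells lacking the enzyme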
DUSP3 inh = DUSP3 (human) phosphatase inhibition | actives 0.52% (n = 290,000) | inhibition, % at 13.3 µM | recombinant VHR phosphatase, pNPP absorbance | P51452; in the data active means inhibition above about 50%; further: some compounds called inactive have numbers as strong as hits
Target sequence (P51452 whole entry, looked up): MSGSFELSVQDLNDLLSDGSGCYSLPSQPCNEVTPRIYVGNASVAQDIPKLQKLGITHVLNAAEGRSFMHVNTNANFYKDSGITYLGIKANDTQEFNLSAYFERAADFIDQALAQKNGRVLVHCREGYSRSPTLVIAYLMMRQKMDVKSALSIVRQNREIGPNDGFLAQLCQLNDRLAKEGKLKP
BoNT F protease = BoNT F light chain protease inhibition; inhibition, % at 10 µM; actives 0.22% (n = 360,000); Multiplex microsphere protease cleavage assay, flow cytometry; in the data active means inhibition above about 35%, passing the limit was not always enough; inconclusive means no clear call, values can overlap the other calls; further: plate controls were buffer without enzyme for full effect and enzyme alone for no effect
FadD28 FP inh = M. tuberculosis FadD28 bisubstrate binding inhibition; FadD28 bisubstrate probe binding, fluorescence polarization; inhibition, % at 12.5 µM; actives 0.22% (n = 360,000); in the data active means inhibition above about 8.5%, passing the limit was not always enough; inconclusive means no clear call, values can overlap the other calls
CCHFV vOTU inh = blocks the CCHF virus ovarian tumor domain protease; CCHFV vOTU protease, Pep-AMC fluorescence; inhibition, % at 11.5 µM; actives 0.55% (n = 370,000); AID 651958; further: 0% = vehicle wells with enzyme and 100% = no enzyme wells
* marks the source's active call; other numbers are inactive results; u = inconclusive; x = no result given. Unless noted, no stated cut-off is given here; in the data, active means inhibition above about 30%; inactive means the rest.

mol	Mtb UGM inh	Rv3671c protease	Mtb FBA inh	BioA inh	MazEF act	GDH-TPI counter	DUSP3 inh	BoNT F protease	FadD28 FP inh	CCHFV vOTU inh
CSCCC(NC(=O)C1CCC(C)CC1)C(=O)N1CCN(c2ccccn2)CC1 (configuration not stated)	1.3	8.8	6.5	-3.0	12.6	9.8	21.9	1.2	0.4	5.4
COc1cc2ccccc2cc1C(=O)N1CC(C)OC(C)C1 (configuration not stated)	x	x	4.3	5.2	-3.0	10.2	x	-12.6	0.4	8.6
Cc1cccc(N(CC(=O)N2CCN(C)CC2)S(=O)(=O)c2ccccc2)c1	0.2	-7.4	2.1	x	-4.3	-3.2	-1.3	6.6	-1.2	-7.8
Cc1cc(C)c2sc(NC(=O)C3CC3)nc2c1	-0.3	-6.7	-0.7	-1.2	1.4	-4.8	13.4	-12.8	-4.8	8.2
Cc1c(OCC(=O)C(C)(C)C)ccc2c3c(c(=O)oc12)CCCC3	1.7	-10.5	22.4	0.9	3.3	8.9	-0.5	u	1.3	4.0
Cc1ccccc1NC1=C(Cl)C(=O)OC1NC(=O)c1ccccc1 (configuration not stated)	0.5	5.1	-2.3	0.8	1.7	7.3	-8.1	1.8	-2.8	-2.5
O=C(NCCN1CCOCC1)c1ccc(Cl)c(S(=O)(=O)NCc2ccccc2)c1	-1.0	0.0	3.5	-0.1	4.1	1.3	x	x	-0.9	23.1
CCOc1ccc(CNC23CN4CN(CN(C4)C2)C3)cc1	1.7	5.3	1.1	x	2.0	-9.8	8.1	-13.1	-2.7	-21.4
Cc1c(Br)cc(C(=O)NCCCN2CCOCC2)c(C)c1C	-0.4	4.3	-2.9	-0.1	1.9	-4.4	-0.8	1.2	-1.5	-9.1
COc1cc(C2C3=C(COC3=O)Oc3cc4c(cc32)OCO4)ccc1O (configuration not stated)	x	x	-1.1	x	10.8	-4.3	x	-4.4	-2.7	-1.3
O=C(O)/C=C/C(=O)NC1CCS(=O)(=O)C1 (configuration not stated)	-1.9	-0.4	2.5	x	-0.8	7.5	2.6	-4.2	-0.7	-12.3
CCOC(=O)NN1C(=O)c2ccccc2NC1c1cccnc1 (configuration not stated)	-0.6	1.1	21.1	0.5	4.3	-2.8	3.3	1.9	-3.3	-22.4
O=C1NC(=O)N(c2ccc(F)cc2)C(=O)/C1=C/c1ccc(N2CCOCC2)cc1	-1.2	-0.9	-1.9	-1.5	-9.5	8.1	10.8	-0.8	-4.4	-1.8
CCn1cc(S(=O)(=O)Nc2cccnc2)cn1	-1.3	3.8	0.3	-1.1	3.6	-8.3	1.6	1.6	-5.3	10.5
CSc1cccc(NC(=S)Nc2cc(C)ccc2C)c1	-1.7	2.2	-1.0	0.2	16.6	5.4	17.0	u	-1.0	-4.8
O=C(O)c1cccc(NC(=O)c2ccccc2NC(=O)c2cccc([N+](=O)[O-])c2)c1	2.7	-8.6	-1.8	-0.8	3.3	17.1	25.0	x	-2.9	17.6
COc1ccc(/C=C/C(=O)O)cc1S(=O)(=O)N1CCc2ccccc2C1	-0.8	-0.5	20.9	x	-4.9	4.7	-41.8	-6.7	-2.1	1.3
CCCCn1c(C(C)NC(=O)CCC)nc2ccccc21 (configuration not stated)	-0.5	8.3	-2.2	0.4	8.2	7.7	-15.7	-2.8	-3.8	2.1
CCCCC(O)(c1ccccc1)C(CN1CCOCC1)c1ccccc1 (configuration not stated)	-1.3	x	0.8	0.6	6.3	-8.2	5.2	-6.0	x	13.1
O=C(CSc1nccn1-c1ccc(F)cc1)NCc1ccc(F)cc1	-0.3	-2.0	1.4	x	-15.5	3.1	22.5	1.2	-1.3	5.6
Cc1noc(C)c1C(=O)OC(C)C(=O)Nc1ccc(C(N)=O)cc1 (configuration not stated)	-2.1	-9.6	-0.1	1.0	0.6	7.0	x	x	-0.5	6.6
COC(=O)c1cn(NC(=O)c2cccc(F)c2)c(=O)c2ccccc12	-0.9	1.1	-0.3	-1.2	-1.2	14.7	-16.6	0.0	0.6	-6.2
Cc1nn(-c2ccccc2)c(N)c1N=Nc1ccccc1	0.3	-7.9	-4.1	x	0.4	12.8	-8.5	-8.3	1.9	20.1
CCN1CCN(c2ccc(S(=O)(=O)N3CCOCC3)cc2NC(=O)/C=C/c2ccc(OC)c(OC)c2)CC1	-2.8	4.8	4.9	-6.9	5.5	33.8*	x	8.7	-0.4	-15.3
COCCNC(=O)C1(C)CCCN(C(=O)COc2ccccc2)C1 (configuration not stated)	x	x	0.3	0.5	x	12.4	x	1.1	-1.2	-11.9
O=C(CN1C(=O)CSC1=O)c1ccccc1	-0.8	0.2	-4.6	-3.5	0.2	3.4	1.6	-10.2	1.9	-7.9
CCC(C)NC(=S)N1CCN(C)CC1 (configuration not stated)	1.2	3.4	x	x	9.8	x	6.2	x	x	-14.3
CC(C)CN1CCC(=O)N(CCN=[N+]=[N-])CC1	2.5	11.3	-1.7	-0.1	4.1	10.9	43.8	-9.3	-0.6	11.5
CCN1CCCC1CNC(=O)c1ccc2c(c1)NC(=O)/C(=C\c1ccccc1Cl)S2 (configuration not stated)	x	x	-2.5	1.4	-5.3	7.1	x	-9.8	-17.5	-5.6
CC(C)[C@H](NC(=O)c1ccccc1)C(=O)OCC(=O)N1CCCCCC1	1.2	0.7	-0.5	-0.5	-3.3	-5.4	-11.0	4.0	-1.8	-8.8

Continued.
mol	Mtb UGM inh	Rv3671c protease	Mtb FBA inh	BioA inh	MazEF act	GDH-TPI counter	DUSP3 inh	BoNT F protease	FadD28 FP inh	CCHFV vOTU inh
Cc1[nH]c(=O)c(C#N)c(C)c1CSc1ncccn1	5.0	-4.5	5.7	3.1	-0.6	14.6	x	-14.1	-2.1	3.4
O=C(CSc1nc2[nH]ncc2c(=O)[nH]1)Nc1ccccc1	0.5	-1.7	-2.6	x	4.8	-1.2	21.7	-2.0	-0.4	-10.2
N[C@@H](Cc1c[nH]c2ccccc12)c1nnc(SCc2ccccc2F)o1	0.7	-10.6	-0.3	5.6	-6.2	-5.7	10.5	-3.9	-1.0	-1.2
CCCCOc1ccc(Cc2cnc(N)nc2N)cc1	-0.6	5.2	0.1	-0.4	12.3	0.8	8.4	x	-1.5	-7.4
O=C(COC(=O)CCNS(=O)(=O)c1ccccc1)NC(=O)Cc1ccccc1	0.5	-10.5	-1.5	-1.3	0.6	4.0	x	4.7	-3.0	-6.5
COc1ccc(Br)cc1C(=O)Nc1ccc(NC(=O)c2ccco2)cc1	-1.3	-8.5	0.1	-1.5	5.0	16.7	39.2	-9.7	0.0	11.1
Cc1ccc(-n2nc(C(=O)O)cc2-c2ccc(Cl)cc2)cc1	-1.1	4.5	-2.3	x	-7.0	9.9	31.9	-1.2	-5.6	7.9
OC(CN1CCCCC1)CN(c1ccccc1)c1ccccc1 (configuration not stated)	2.2	0.5	3.1	-0.4	-3.0	7.5	-5.0	-3.0	1.1	5.5
CCOC(=O)c1sc(NC(=O)CN2C(=O)C3CC=CCC3C2=O)nc1C (configuration not stated)	-2.2	-0.9	-0.3	-0.6	-4.4	-1.0	x	1.5	-2.3	-5.9
CN(C)S(=O)(=O)c1ccc(NS(=O)(=O)/C=C/c2ccccc2)cc1	-1.2	-10.5	-1.9	1.3	-3.9	-5.8	19.9	3.1	-2.2	-5.9
CC(=O)c1sc(NC(=O)COc2ccc(Cl)cc2Cl)nc1C	0.9	-4.3	-5.0	1.3	0.7	-7.3	5.6	-3.7	-2.1	7.8
O=C(/C=C/c1ccc(Cl)cc1)N1CCN(CCN2C(=O)c3cccc4cccc(c34)C2=O)CC1	x	x	2.5	-1.5	-5.0	12.5	x	-3.8	-2.1	-7.8
Cc1cccc(NC(=O)CCNS(=O)(=O)c2cccc3nonc23)c1C	0.0	-2.3	2.1	x	-16.5	10.6	2.3	-9.6	-2.0	-16.8
O=C(CCC(=O)NCc1ccccc1)NCc1ccccc1	-2.3	-11.5	0.0	0.3	6.7	-0.5	4.9	16.0	-2.8	-5.4
COc1ccc(CCNC(=O)CCNS(=O)(=O)c2cccc3nsnc23)cc1OC	2.1	-14.1	3.8	0.1	7.3	-7.7	20.3	8.4	1.5	2.4
O=P(Nc1cccc(Cl)c1)(Oc1ccccc1)Oc1ccccc1	3.9	-8.6	-5.0	-2.5	0.1	-7.9	-2.7	-0.5	-5.6	5.4
COCCn1c(=O)c2c(nc3n2CC(C)CN3CCc2ccccc2)n(C)c1=O (configuration not stated)	-6.6	2.2	-2.4	2.1	0.7	3.5	27.9	-3.0	0.7	4.3
Cc1cc(OCCCCCn2ccnc2)cc(C)c1Cl	2.5	12.7	-2.0	x	-1.1	-6.0	-26.9	-1.2	-8.8	9.4
CCOc1ccccc1Nc1nnc(SCc2nnc(-c3cc(OC)c(OC)c(OC)c3)o2)s1	2.6	2.6	1.4	0.3	4.0	15.9	7.6	-10.4	-1.0	14.0
O=C(O)CSc1nc(-c2ccccc2)cc(=O)[nH]1	1.2	8.0	-0.1	-1.5	-5.7	10.2	21.8	-0.2	-3.3	3.6
Cc1c(NC(=O)CSc2nncc3ccccc23)c(=O)n(-c2ccccc2)n1C	2.5	-0.6	-2.6	-5.4	0.6	-4.1	34.7	1.7	-2.9	1.7
CCOC(=O)/C(=N\Nc1cc(C(F)(F)F)ccc1Cl)N(CC)CC	-4.3	5.7	1.1	-0.2	-1.4	-10.8	21.8	-3.2	-4.8	4.5
COc1cccc2cc(-c3n[nH]c(=S)n3C)oc12	0.6	-0.1	42.0*	0.1	10.4	0.6	13.1	0.7	-2.0	-19.6

Whole records, quoted from the list. Order of values: Mtb UGM inh	Rv3671c protease	Mtb FBA inh	BioA inh	MazEF act	GDH-TPI counter	DUSP3 inh	BoNT F protease	FadD28 FP inh	CCHFV vOTU inh
`Cc1c(NC(=O)CSc2nncc3ccccc23)c(=O)n(-c2ccccc2)n1C` is entered as 2.5	-0.6	-2.6	-5.4	0.6	-4.1	34.7	1.7	-2.9	1.7
`CCOc1ccccc1Nc1nnc(SCc2nnc(-c3cc(OC)c(OC)c(OC)c3)o2)s1` is entered as 2.6	2.6	1.4	0.3	4.0	15.9	7.6	-10.4	-1.0	14.0
`Cc1cccc(NC(=O)CCNS(=O)(=O)c2cccc3nonc23)c1C` is entered as 0.0	-2.3	2.1	x	-16.5	10.6	2.3	-9.6	-2.0	-16.8
`O=C(CSc1nc2[nH]ncc2c(=O)[nH]1)Nc1ccccc1` is entered as 0.5	-1.7	-2.6	x	4.8	-1.2	21.7	-2.0	-0.4	-10.2
